# Screening data as filed in PubChem.
# AID inhibitor: inhibitors of human activation induced cytidine deaminase; Q9GZX7; AID deamination FRET fluorescence, UDG-coupled, 4 h; Potency, µM (titrated, usually from 115 µM), for the others: at the top dose activity change, negative = inhibition, most hits filed as inhibitors; 0.32% of 91,000 active; further: nearly all actives have a fitted effect of over 25% in size
# Target sequence (Q9GZX7 whole entry, looked up): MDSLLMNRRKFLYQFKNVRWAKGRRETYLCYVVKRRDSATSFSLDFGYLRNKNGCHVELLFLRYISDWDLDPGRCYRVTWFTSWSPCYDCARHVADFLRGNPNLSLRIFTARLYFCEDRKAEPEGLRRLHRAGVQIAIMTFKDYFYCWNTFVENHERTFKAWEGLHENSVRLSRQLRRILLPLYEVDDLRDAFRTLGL
# UDG counter: counter-screen for AID inhibitors: uracil-DNA glycosylase inhibition; FRET deamination/UDG coupled assay, UDG read, 4 h; Potency, µM (titrated, usually from 115 µM), inactives show top-dose activity change, negative = inhibition, usual class: inhibitors; 0.14% of 91,000 active; AID 1347430; further: nearly all actives have a fitted effect of over 65% in size
# * = called active by the depositor; ? = inconclusive; [ ] = dose if it differs, or a comment. The call rests on the fitted dose curve; in most records, active means well fitted curve in the direction sought with a large enough effect; inconclusive means small, poorly fitted or top-dose-only effect, or another doubt; inactive means no such curve, though single readings can be large; an effect the other way counts as inactive or inconclusive. On the % scale 0 is the no-effect control and ±100 the full control effect; potency means the concentration at half of the fitted maximal effect. A portion of the library (hit frequency here may not be typical).
item	SMILES	AID inhibitor	UDG counter
1	CCN(CC)S(=O)(=O)c1ccc2c(c1)N(CC(=O)Nc1cccc(C(C)=O)c1)C(=O)CO2	-3%	-6%
2	COC(=O)c1ccc(OC(=O)c2ccc(N(C)C)cc2)cc1	-1%	3%
3	CCCOc1ccc(-c2nc(N3CCCCC3)c3ccccc3n2)cc1	22%	32%[activator]
4	Cc1cccc(CNC(=O)CCCn2c(=O)c3cccn3c3ccc(F)cc32)c1	6%	2%[57.5 µM]
5	COc1cccc(CNC(=O)N2CCc3c(sc4c3CCCC4)C2c2ccc(F)cc2)c1 (centres undefined)	?	?
6	CC(C)(CO)NCc1cc(=O)oc2cc3c(cc12)CCC3	-3%	-3%
7	CC(C)C(=O)N(Cc1cc2ccccc2[nH]c1=O)c1ccccc1	-12%	-9%
8	CCOc1ccc(-c2noc(-c3nnn(-c4ccccc4OCC)c3N)n2)cc1	-7%	1%
9	CC1=C(C(=O)NCc2ccccc2C)C2(CCCCCC2)OC1=O	-4%	30%
10	COc1ccccc1OC(C)C(=O)Nc1cccc(-c2nc3ccccc3s2)c1 (centres undefined)	-21%	?
11	CC(Sc1ncccn1)c1cccc(NC(=O)c2ccccc2)c1 (centres undefined)	-8%	0%
12	Cc1cccn2cc(CN3CCN(S(=O)(=O)c4cccc(C(F)(F)F)c4)CC3)nc12	-13%	-2%
13	C/C=C/Cn1c(SCC(C)C)nc2c1c(=O)[nH]c(=O)n2C	-13%	-12%
14	COc1cc(NS(=O)(=O)c2cc3c(cc2C)n(C)c(=O)c(=O)n3C)cc(OC)c1	6%	-16%[57.5 µM]
15	Fc1ccc(CN(C2=NCCN2)c2c(Cl)cccc2Cl)cc1	-7%	2%
16	S=C(NCc1ccccc1)NCc1ccc(Cl)cc1Cl	-14%	-8%
17	CCOc1ccc(NC(=O)C2CCN(c3nnc(C)c4c(C)n(-c5ccccc5)nc34)CC2)cc1	-8%	-11%
18	COc1ccccc1C(=O)COC(=O)Cc1coc2cc3c(cc12)CCC3	10%	-4%
19	CCCC(=O)n1nc(-c2ccc(Cl)cc2)nc1N	1%	6%
20	CCCCN(Cc1ccco1)C(=O)Cn1ncc2c([nH]c3ccccc32)c1=O	-4%	-12%[57.5 µM]
21	Cc1cc(C(C)(C)C)cc(C)c1CS(=O)Cc1cccc(F)c1 (centres undefined)	-16%	-6%
22	CCC(Cn1nnc2ccccc2c1=O)NC(=O)Nc1ccc(C)c(C)c1 (centres undefined)	-7%	1%[57.5 µM]
23	N#CC1(NC(=O)CSC2=Nc3ccccc3CS2)CCCCC1	-4%	0%
24	COc1ccc(C(=O)c2ccccc2)c(OCc2ccccc2C#N)c1	-8%	-5%
25	O=C1CCC(C(=O)OCc2ccc(Br)cc2)=NN1	-7%	-1%
26	CC(C)Cn1nc(C(=O)Nc2ccc(SC(F)F)cc2)c2ccccc2c1=O	-19%	-13%
27	COc1cc(/C=C2\CCC(C3CCCC3)C2=O)ccc1OCCC(C)C (centres undefined)	-14%	-15%
28	Cc1cccc(NC(=O)c2c(C)oc3ncnc(N4CCCCC4)c23)c1C	0%	6%
29	CCN(CC)c1ccc(C=Nc2ccc(Br)c(Cl)c2)cc1	-7%	-7%
30	Cc1cc(C)c2oc(C(=O)NCCc3nc(-c4ccccc4)no3)cc(=O)c2c1	4%	-11%
31	CC(C)NC(=O)NC(=O)CN(C)Cc1ccccc1	-9%	-5%
32	CCOc1ccc(C(=O)c2cn(CC(=O)Nc3ccc(OC)cc3)c3cc4c(cc3c2=O)OCO4)cc1	1%	-9%
33	CCc1nc(NCc2ccncc2)c(C#N)c2c1CCCC2	1%	7%
34	COc1ccc(NC(=O)C(=O)NCCc2csc(-c3ccc(Cl)cc3)n2)cc1	?	-7%
35	CCCCOc1ccc2c(C)c(CCC)c(=O)oc2c1	-11%	-5%
36	CCC(Oc1ccccc1F)C(=O)Nc1c(C(=O)c2ccccc2)oc2ccccc12 (centres undefined)	7%	3%[57.5 µM]
37	CCOC(=O)c1ccc(NC(=O)c2nsc3ccccc23)cc1	8%	-1%
38	CCC1CCCCN1S(=O)(=O)c1cc2c(cc1C)NC(=O)CO2 (centres undefined)	-2%	-2%
39	COc1ccc(N2C(=O)C(CC(=O)Nc3ccccc3)N(CCC3=CCCCC3)C2=O)cc1 (centres undefined)	38%[activator]	21%
40	O=C(CSC1=Nc2ccccc2N=C(c2ccc(F)cc2)C1)Nc1ccccc1	-5%	-3%
41	Cn1cc(S(=O)(=O)N2CCC(C(=O)Nc3ccccc3OC(F)F)CC2)cc1C(N)=O	0%	-8%
42	COc1ccc(-c2nc(CS(=O)CC(=O)N3CCOCC3)c(C)o2)cc1 (centres undefined)	6%	-5%
43	C=CCN(CC(F)(F)F)C(=O)c1nc(-c2ccccc2)n(-c2ccccc2)n1	-14%	-11%
44	Cn1c(=O)oc2cc(S(=O)(=O)N3CCCC(C(=O)Nc4ccc(Br)cc4F)C3)ccc21 (centres undefined)	17%	-6%
45	COc1ccc(CCC(=O)NCCc2csc(-c3cccc(F)c3)n2)cc1	-14%	17%
46	Oc1cccc(Nc2cc(-c3ccccc3)ncn2)c1	24%	10%
47	CC(Nc1ncccc1[N+](=O)[O-])c1ccc(Cl)cc1Cl (centres undefined)	-8%	-2%
48	CCCSCCCNC(=O)c1ccc2c(c1)sc1nc(-c3ccc(OCC)cc3)cn12	4%	-1%
49	COc1cc(C2C3=C(CCCC3=O)OC3=C2C(=O)CCC3)ccc1OS(=O)(=O)c1ccc(C)cc1	-9%	1%
50	CCOC(=O)c1ccccc1NC(=O)c1cn(CC(C)C)c(=O)c2cc(OC)c(OC)cc12	30%	0%

# Later entries:
item	SMILES	AID inhibitor	UDG counter
51	CCCOc1ccc(NC(=O)C(CC)Oc2ccc(F)cc2)c2cccnc12 (centres undefined)	-6%	-10%
52	C=CCNc1nc(C(=O)OCC(=O)N(C)Cc2ccccc2)cs1	1%	6%
53	COc1ccc(-c2nc(C#N)c(N3CCCC3)o2)cc1OC	-17%	-8%
54	Cc1ccc(-n2ncc3c(Nc4cccc(C)c4)ncnc32)cc1	0%	9%
55	O=C(O)C(Sc1nccc2ccccc12)c1ccccc1 (centres undefined)	1%	-7%
56	CC1=C(NC(=O)c2ccccc2)C(c2c[nH]c3ccccc23)n2ncnc2N1 (centres undefined)	-4%	2%
57	CCN(c1cc(C)cc(C)c1)S(=O)(=O)c1nnc(NC(=O)C2CCCCC2)s1	-5%	-5%[57.5 µM]
58	CCCCn1nc(C(=O)N(Cc2ccc3c(c2)OCO3)C2CCCC2)c2ccccc2c1=O	-24%	-12%
59	COC(=O)c1ccc(NC(=O)CCNS(=O)(=O)c2cccc3nsnc23)cc1	2%	0%
60	CC(NC(=O)c1nccnc1N)c1ccccc1 (centres undefined)	-4%	-1%
61	CCOc1ccc(C2Nc3ccccc3-c3nnc(SCc4ccccc4)nc3O2)cc1OC (centres undefined)	-4%	?
62	CC(=O)c1ccc(-n2c(CCC(=O)O)ccc2-c2cccs2)cc1	54%[activator]	-3%
63	CCCCn1c(-c2ccc(S(=O)(=O)N3CCOCC3)cc2)csc1=Nc1ccccc1	?	-11%
64	Cc1cc2c(cc1C)CSC(c1ccccc1OC(=O)c1ccc(I)cc1)SC2	-8%	-5%
65	CC(=O)c1cccc(NC(=O)Cn2c(-c3cncs3)nc3ccccc32)c1	14%	2%
66	Fc1ccc(CNC(=S)Nc2cccc(F)c2)cc1	2%	0%
67	Cc1ccc(-c2nc(S(=O)(=O)c3ccc(C)cc3)c(SCC(=O)c3ccccc3)o2)cc1	?	?
68	Cc1cc2nc(-c3ccc(OCc4ccccc4C)cc3)cc(C(F)(F)F)n2n1	-18%	-6%
69	Cc1cc(C)c(NC(=O)CCc2ncc(-c3ccccc3)o2)c(C)c1	-1%	2%
70	O=C(O)C1(c2cccc(F)c2)CCCCC1	-6%	7%
71	O=C(O)c1c[nH]c2ccc(Br)cc12	6%	4%
72	CCOC(=O)N1CCc2c(sc3c2c(=O)n(-c2ccc(CC)cc2)c(=O)n3C)C1	-22%	-6%[57.5 µM]
73	O=[N+]([O-])c1ccc(Oc2cccc3cccnc23)cc1C(F)(F)F	8%	-12%
74	O=C(Nc1nccs1)c1ccc[n+]([O-])c1	5%	-2%
75	Cc1cc(=S)n2ccccc2n1	9%	1%
76	CCCCCCCOc1ccc(/C=C/c2ccc(CCCCCCC)cn2)cc1	0%	1%
77	O=C(Cn1ncc2ccccc2c1=O)Nc1ncc(Cc2ccc(C(F)(F)F)cc2)s1	1%	0%
78	Cc1cc(C)cc(OCC(=O)N2CCC(c3nc4ccccc4s3)CC2)c1	-10%[57.5 µM]	-7%[57.5 µM]
79	COCCCNc1oc(/C=C/c2ccc(OC)c(OC)c2)nc1C#N	2%	-3%
80	O/N=C/c1cn(Cc2ccccc2)c2ccccc12	-3%	-2%
81	CC(Sc1nnc(-c2cccs2)n1C1CC1)C(=O)N1CCc2ccccc2C1 (centres undefined)	-1%	-4%
82	Cc1ccc(NC(=O)CCC2CCCCC2)cc1	-4%	8%
83	O=C(COC(=O)CC12CC3CC(CC(C3)C1)C2)Nc1ccc(F)c([N+](=O)[O-])c1	-4%	8%
84	O=C(Nc1nnc(S(=O)(=O)N2CCCc3ccccc32)s1)c1cccc(F)c1	4%	12%
85	Cc1cccc(OCCn2c(C)nc3cc(C)c(C)cc32)c1	-11%	-1%
86	COc1cc(NC(=O)NC(C)c2c(-n3cccc3)sc3c2CCCC3)cc(OC)c1OC (centres undefined)	-15%	1%
87	CCOC(=O)C1CCCN(C(=O)Cn2c(=O)cc(C)c3c(C)nn(C)c32)C1 (centres undefined)	4%	?
88	O=C(CCc1c[nH]c2ccccc12)Nc1ccc(Oc2ccccc2)cc1	-16%	-12%
89	COc1cc(NC(=O)C(=O)NC(C)CCc2ccccc2)ccc1N1CCCCS1(=O)=O (centres undefined)	0%	-1%
90	COc1ccc(-c2nc(SCC(=O)Nc3ccc4c(c3)OCCO4)c(-c3ccccc3)[nH]2)cc1	-11%	10%
91	COc1ccccc1CNC(=O)C(C)n1c(=O)cc(C(F)(F)F)c2c(C)nn(C)c21 (centres undefined)	-19%	19%
92	O=c1[nH]c(N2CCOCC2)nc2nccc(-c3cccnc3)c12	5%	3%
93	O=C(O)CCNS(=O)(=O)/C=C/c1ccccc1	9%	2%
94	CCOCCCNC(=O)C1CCN(c2nn3cc(-c4ccc(F)cc4)nc3s2)CC1	0%	-12%
95	CCOC(=O)c1c(C)[nH]c(C)c1S(=O)(=O)N1CCC(C(=O)Nc2ccccn2)CC1	-13%	3%
96	O=C(Nc1ccc(F)c(F)c1)c1cc(-c2ccco2)nc2ccccc12	-6%	-7%
97	Cc1ccccc1CNc1ncnc2ccccc12	-12%	2%
98	CCc1c(C)sc2c1CCN(C(=O)Nc1cc(Cl)c(OC)cc1OC)C2c1ccccc1 (centres undefined)	-9%	-25%
99	CC(Nc1oc(COc2ccccc2)nc1C#N)c1ccccc1 (centres undefined)	5%	-5%
100	COc1cccc(C2C=C(c3ccc(C)c(C)c3)Nc3nnnn32)c1OC (centres undefined)	11%[57.5 µM]	-1%[57.5 µM]

# (list continues)
item	SMILES	AID inhibitor	UDG counter
101	Cc1cc(C)c(NC(=O)CSc2ncc3c(n2)-c2cc(Cl)ccc2N(C)S3(=O)=O)c(C)c1	23%	0%
102	CC(C)CC(NC(c1ccccc1)(c1ccccc1)c1ccccc1)C(=O)O (centres undefined)	-12%	1%
103	CCC(=O)N(CCC1(c2ccc(C)cc2)CCOC(C)(C)C1)Cc1ccccc1 (centres undefined)	-23%	-3%
104	O=C(CC(NC(=O)c1ccccc1)c1ccccc1)NC12CC3CC(CC(C3)C1)C2 (centres undefined)	-1%	5%
105	CCc1cccc(C)c1NC(=O)Cn1ccn(Cc2ccc(Cl)cc2)c(=O)c1=O	7%	-3%[57.5 µM]
106	Cc1nn(C(C)C(=O)NC2CCCCC2)c(=O)c2c1sc1ccccc12 (centres undefined)	2%	-5%
107	Clc1cccc(Cl)c1NC1=NCCN1	3%	4%
108	COc1ccc(-n2c(-c3ccco3)nc3c(cnn3-c3ccccc3C)c2=O)cc1	20%	-14%
109	Cc1cc(C)n2nc(CNS(=O)(=O)c3ccc(Cl)cc3)nc2n1	-2%	-16%
110	CCc1ccc2nc(-c3ccc(C)o3)cc(C(=O)O)c2c1	40%[activator]	8%

# Structures above that have an NH in an aromatic ring:
item	SMILES	AID inhibitor	UDG counter
7	CC(C)C(=O)N(Cc1cc2ccccc2[nH]c1=O)c1ccccc1	-12%	-9%
13	C/C=C/Cn1c(SCC(C)C)nc2c1c(=O)[nH]c(=O)n2C	-13%	-12%
20	CCCCN(Cc1ccco1)C(=O)Cn1ncc2c([nH]c3ccccc32)c1=O	-4%	-12%[57.5 µM]
56	CC1=C(NC(=O)c2ccccc2)C(c2c[nH]c3ccccc23)n2ncnc2N1 (centres undefined)	-4%	2%
71	O=C(O)c1c[nH]c2ccc(Br)cc12	6%	4%
88	O=C(CCc1c[nH]c2ccccc12)Nc1ccc(Oc2ccccc2)cc1	-16%	-12%
90	COc1ccc(-c2nc(SCC(=O)Nc3ccc4c(c3)OCCO4)c(-c3ccccc3)[nH]2)cc1	-11%	10%
92	O=c1[nH]c(N2CCOCC2)nc2nccc(-c3cccnc3)c12	5%	3%
95	CCOC(=O)c1c(C)[nH]c(C)c1S(=O)(=O)N1CCC(C(=O)Nc2ccccn2)CC1	-13%	3%

# Further structures
item	SMILES	AID inhibitor	UDG counter
111	OC12CC3CC(C1)CC(NCc1cccc4ccccc14)(C3)C2	-5%	-1%
112	COCCNC(=O)c1cc(-c2ccccc2)nc2ccc(C)cc12	-6%	5%
113	COc1ccc(CNC(=O)C2CCN(C(=O)N3CCOc4ccc(Cl)cc43)CC2)cc1	2%	-9%
114	COc1ccc(NC(=O)c2ccccc2NC(=O)CSc2ncnc3ccccc23)cc1	0%	4%
